FEN1 inhibitor – human FEN1 inhibition; P39748; Recombinant FEN1 flap cleavage, fluorescence, 15 min; Potency, µM (doses to about 114 µM), for the others: at the highest dose activity change, negative = inhibition, usual class: inhibitors; 390,000 tested, 0.35% active; active = well fitted inhibition curve with a large enough effect; inconclusive = small, poorly fitted or top-dose-only effect; inactive = no such curve, though single readings can be large or run the other way; also: nearly all actives have a fitted effect of over 65% in size
Target sequence (P39748 whole entry, looked up): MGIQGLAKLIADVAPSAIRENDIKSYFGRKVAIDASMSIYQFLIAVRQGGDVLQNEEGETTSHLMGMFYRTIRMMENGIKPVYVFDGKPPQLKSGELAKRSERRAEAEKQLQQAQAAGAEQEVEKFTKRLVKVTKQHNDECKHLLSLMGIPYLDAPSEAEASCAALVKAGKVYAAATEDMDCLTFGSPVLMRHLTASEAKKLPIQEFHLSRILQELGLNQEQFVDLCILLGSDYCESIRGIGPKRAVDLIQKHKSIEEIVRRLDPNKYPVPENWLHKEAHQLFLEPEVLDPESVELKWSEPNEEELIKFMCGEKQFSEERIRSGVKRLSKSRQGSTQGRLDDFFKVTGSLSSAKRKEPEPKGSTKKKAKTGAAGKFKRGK
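Nuclease activity of 10 nM FEN1 was measured after 15 min of room-temperature exposure to titrated compounds, by adding 50 nM flap substrate and reading plates at 0 and 15 min.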
Starred values were filed as active, the others as inactive; ? = inconclusive; [ ] = dose if it differs, or a comment. % is scaled to controls: 0 for no effect and ±100 for the full control effect; potency is read from the fitted curve at half-maximal effect. A portion of the library (hit frequency here may not be typical).

SMILES	FEN1 inhibitor
COc1cc2c(NC3CCN(C)CC3)nc(N3CCCN(C)CC3)nc2cc1OCCCN1CCCCC1	22µM*
COc1cccc(CN2CCN(S(=O)(=O)c3ccccc3)CC2)c1OC	-5%
Oc1ccc(C(=Nc2ccccc2)c2ccccc2)c(O)c1	?
Cc1nc(CCNC(=O)CC2C(=O)NCCN2CC(C)(C)C)nc2c1CCC2 (stereo unspecified)	-4%
C=C1CCN([C@@H](CC(C)C)C(=O)NCc2cc(OC)c(OC)c(OC)c2)S(=O)(=O)c2ccccc21	-10%
CCC(=O)c1ccc(OCC(=O)NCCCN2CCOCC2)cc1	-5%
C=C1CCN([C@@H](Cc2ccccc2)C(=O)O)S(=O)(=O)c2ccccc21	13%
CC(Sc1nc2ccccc2c(=O)n1CCCN1CCOCC1)C(=O)N1CCc2ccccc21 (stereo unspecified)	-2%
CC(=O)Nc1cc2c(cc1[N+](=O)[O-])-c1ccc(F)cc1C2	5%
CC(=O)c1ccc(-c2[nH]c3ccccc3c2CCN2C(=O)c3ccccc3C2=O)cc1	-13%
CCN(CC)c1nc(C#N)nc(N2CCOCC2)n1	-5%
CCOC(=O)c1ccccc1NC(=O)CSc1nc2c(sc(=S)n2CC)c(=O)[nH]1	3%
CCCN(CCC)C(=O)C(c1ccccc1)C1(O)CCCCC1 (stereo unspecified)	10%
C=CCn1c(SC)nccc1=O	12%
O=C1C[C@H]2C=CCc3cccc(c32)CN1Cc1cccc(F)c1	-17%
CCN1/C(=c2/s/c(=C3/C(=O)N(c4ccccc4)N=C3C)n(CC)c2=O)C=Cc2ccccc21	-4%
c1ccc(Sc2ccccc2CN2CCCC2)cc1	-7%
CS(=O)(=O)c1ccc(C(=O)OCC(=O)N2CCc3ccccc32)cc1[N+](=O)[O-]	-3%
O=C1NC(=S)NC1(c1ccccc1)c1ccccc1	10%
OCCOCCn1c(CCNc2nc(-c3ccc(F)cc3)cs2)nc2cc(C(F)(F)F)ccc21	-10%
COC(=O)C1SCCN1S(=O)(=O)c1ccc(Cl)cc1 (stereo unspecified)	1%
CCN1CCN(C(=O)/C=C/c2ccc(C(C)C)cc2)CC1	11%
COc1cccc(C=C2SC(=S)NC2=O)c1	3%
CCNc1nc(NCC)nc(N2CC(=O)N(CC(=O)OCC)C2=N)n1	22%
COc1ccc(C2C(Oc3ccccc3)C(=O)N2c2ccc(C)c(C)c2)cc1OC (stereo unspecified)	-15%
O=[N+]([O-])c1c(NCc2ccco2)ncnc1NCc1ccco1	-4%
COc1cc(NC(=O)c2c(-c3ccccc3Cl)noc2C)c2ncccc2c1	10%
Cc1csc(NC(=O)Cc2ccc(Cl)cc2)n1	-12%
c1ccc2c(c1)CSc1ccccc1N2	-9%
Cc1ccc(Cn2c(CCNc3nc(-c4ccc(Cl)c([N+](=O)[O-])c4)cs3)nc3cc(Cl)c(Cl)cc32)cc1	11%
COc1cc(OC)c2c(c1)C(=O)OC2c1cc(OC)c(OC)cc1C (stereo unspecified)	1%
CC1OC(c2ccccc2)OC2COC(c3ccccc3)OC12 (stereo unspecified)	10%
COC(=O)C1=C(COc2ccccc2)NC(=O)NC1c1ccc2ccccc2c1 (stereo unspecified)	-6%
Cc1ccc(-c2cc(=O)[nH]c(NCc3ccccc3)n2)cc1	37%[activator]
N#Cc1c(C(F)(F)F)cc(Cc2ccccc2)nc1SCC(=O)NCC(=O)O	11%
COc1ccc(OCCCCc2c(C)n[nH]c2C)cc1	-19%
COc1ccc(CNC(=O)C2(CC3CC(c4ccccc4)=NO3)CCN(C(=O)Cc3ccc(F)cc3)CC2)cc1 (stereo unspecified)	-10%
Cc1ccnc2ccc(Br)cc12	19%
CN(C(=O)c1ccc(NC(=O)Cc2cccc(NC(=O)C3CCN(C(=O)C4CCCCC4)CC3)c2)cc1)C1CC1	-14%
CCN(C(=O)COC(=O)c1c(NC(C)=O)sc(C)c1C)c1c(N)n(Cc2ccccc2)c(=O)[nH]c1=O	17%
C=CC(=O)Nc1cccc(Oc2ccnc(Nc3ccc(N4CCN(C)CC4)cc3)n2)c1	?
O=C(Nc1ccc(C(=O)N2CCOCC2)cc1)C1CCCC1	14%
O=C(NCCc1nc(-c2ccccc2)no1)c1ccccc1	12%
COc1ccc(CNC(=O)CN2C(=O)c3ccccc3S2(=O)=O)cc1	-3%
COc1cccc(NC(=O)c2ccc(N3C(=O)C4CC=CCC4C3=O)cc2)c1 (stereo unspecified)	3%
COc1ccccc1NC(C)C(=O)c1c(C)[nH]c2ccccc12 (stereo unspecified)	?
COC(=O)C1=C(C(=O)OC)[C@]2([C@H]3CC=CCN[C@@H](Cc4ccccc4)C(=O)N3Cc3ccccc3)C=C[C@H]1O2	3%
CC(NC(=S)NC(=O)c1ccccc1)c1ccccc1 (stereo unspecified)	4%
Cc1ccccc1Oc1ccc2c(c1)[C@@H]1C[C@H]3[C@@H](C(=O)N1CC2)[C@H](C)ON3C	-20%
O=C(Nc1cc(Cl)ncn1)c1ccccc1	-5%
O=[N+]([O-])c1ccccc1C=NNc1ccccc1	1%
COc1cccc(CC(=NO)c2cccc(OC)c2)c1	4%
Brc1cnc(OCc2ccccc2)nc1OCc1ccccc1	1%
O=Cc1ccc([B-](F)(F)F)s1	-7%
CC(=O)c1cccc(NC(=O)CSc2ccc(-c3cccnc3)nn2)c1	1%
CC(C)=CCOc1ccc([C@@H]2COc3c(ccc4c3C=CC(C)(C)O4)C2)c(O)c1	-4%
C[n+]1c(/C=C/c2ccc(F)cc2)ccc2ccccc21	?
Cc1ccc(S(=O)(=O)N2CCN(S(=O)(=O)c3ccc4c(c3)OCCCO4)CC2)cc1	-6%
O=CN1c2ccccc2CSc2ccccc21	-1%
O=C(C=Cc1cccs1)c1ccc(Cl)s1	-20%

The list goes on:
SMILES	FEN1 inhibitor
O=C(CN1CCOc2ccccc21)NC1CC1	-3%
CC(C)CNc1ncnc2nc[nH]c12	-1%
CCN1/C(=C/C=C2/SC(=Nc3cccc4ncccc34)N(C)C2=O)Sc2ccccc21	-5%
CSc1nccc(Oc2ccccc2Cl)n1	-3%
Cc1[nH]nc(C(=O)NN=Cc2ccccc2Cl)c1N=NN(C)C	-13%
Cc1ccc(-c2nnc(-c3ccc4ccccc4c3)o2)cc1	12%
CCOC(=O)c1nc2c(=O)n(C)c(=O)n(C)c2n(C)c1=O	-8%
O=C(C[n+]1c(Cl)ccc2ccccc21)c1ccc2ccccc2c1	7%
CCOc1ccc(C2C(C(=O)NC)=C(C)Nc3nc4ccccc4n32)cc1OC (stereo unspecified)	-1%
CCOC(=O)C1OC2(CCCC2)OC1C(=O)OCC (stereo unspecified)	-2%
CN(C)c1c([N+](=O)[O-])cc(N2C(=O)C=CC2=O)cc1[N+](=O)[O-]	-1%
N#Cc1ccc(NC(=O)COc2ccccc2C(=O)Nc2ccccc2)cc1	2%
CN1C[C@@H]2[C@@H]3C(=O)N(C)C(=O)[C@@H]3[C@](C)(C1=O)N2C(=O)c1ccc(F)cc1	18%
C/C(=C1/C=Nc2ccccc21)c1ccc(N(C)C)cc1	?
CN(C)c1nc(N(C)C)c2cnn(C)c2n1	-1%
COc1ccc(C(=O)OCCN2C(=O)c3ccccc3C2=O)cc1OC	-12%
O=C(Nc1ccccc1F)c1cc(-c2ccco2)nc2ccccc12	1%
CC(=O)Nc1ccc(SC[C@H](Cc2ccccc2)N2CC[C@@H](N)CCC2=O)cc1	17%
CCC1([N+](=O)[O-])COC(C=Cc2ccccc2)OC1 (stereo unspecified)	-2%
CCN(CC)CCN(CC)c1ccc(/C=C/c2ccnc3ccccc23)cc1	-4%
CC(C)(C)OC(=O)N1CCC(C(=O)Nc2ccc(C(=O)NC3CC3)cc2)CC1	-5%
Cc1nc2nc(-c3ccccc3)nn2c(C)c1C	19%
O=C1CSc2cc(Cl)ccc2N1	12%
O=[N+]([O-])c1cccc(COc2ccc(CN3CCCCC3)cc2)c1	6%

Some of these compounds in order of their number in FEN1 inhibitor, largest number first.
SMILES	FEN1 inhibitor
CC(=O)Nc1ccc(SC[C@H](Cc2ccccc2)N2CC[C@@H](N)CCC2=O)cc1	17%
O=[N+]([O-])c1cccc(COc2ccc(CN3CCCCC3)cc2)c1	6%
O=C(Nc1ccccc1F)c1cc(-c2ccco2)nc2ccccc12	1%
CN(C)c1nc(N(C)C)c2cnn(C)c2n1	-1%

(next part)
SMILES	FEN1 inhibitor
CCC(=O)Nc1ccc2c(c1)Cc1cc([N+](=O)[O-])ccc1-2	1%
CC(C)C[C@H]1CNC(=S)N1CC1CCN(CCC2CCCC2)CC1	-7%
CCN1CCN(S(=O)(=O)c2ccc(Cl)c(C(=O)Oc3ccc(CC(=O)OC)cc3)c2)CC1	5%
CCOC(=O)c1ccc(N(CC2CO2)S(=O)(=O)c2ccc(C)cc2)cc1 (stereo unspecified)	-18%
CCC(=O)N1CCc2cc(S(=O)(=O)CCC(=O)Nc3c(C)n(C)n(-c4ccccc4)c3=O)ccc21	-9%
NCCCC[C@H]1CN=C(N)N1CCc1cccc2ccccc12	1%
Cc1c(NS(=O)(=O)c2cccc(C(=O)OCC(=O)c3ccc(Cl)cc3)c2)c(=O)n(-c2ccccc2)n1C	-12%
CCCCOC(=O)C1C2CCC(O2)C1C(=O)OCC (stereo unspecified)	6%
C(=Nc1cnc2ccccc2c1)c1ccnc2ccccc12	11%
COc1ccc(C#Cc2c(-c3ccsc3)oc3ccc(N4CCOCC4)cc23)cc1	-19%
Cc1ccc2[nH]c(=O)c(CN(CCCO)Cc3nnnn3Cc3ccccc3)cc2c1	-20%
O=C(NCCc1ccccc1)c1ccc(NC(=O)C2CCCCC2)cc1	18%

Four entries from above, set out differently.
> CCC(=O)N1CCc2cc(S(=O)(=O)CCC(=O)Nc3c(C)n(C)n(-c4ccccc4)c3=O)ccc21
- FEN1 inhibitor: -9%

> Cc1ccc2[nH]c(=O)c(CN(CCCO)Cc3nnnn3Cc3ccccc3)cc2c1
- FEN1 inhibitor: -20%

> CCC(=O)Nc1ccc2c(c1)Cc1cc([N+](=O)[O-])ccc1-2
- FEN1 inhibitor: 1%

> CCN1CCN(S(=O)(=O)c2ccc(Cl)c(C(=O)Oc3ccc(CC(=O)OC)cc3)c2)CC1
- FEN1 inhibitor: 5%

Other results follow:
SMILES	FEN1 inhibitor
COC(=O)/C(=C\c1ccc([N+](=O)[O-])cc1)NC(=O)c1ccccc1	13%
COc1cccc(C2=CC(=O)CC(C)(C)C2)n1	-2%
COc1ccccc1NC(=O)c1cc(N)cc(C(=O)Nc2ccccc2OC)c1	-6%
CCOc1ccc(NC(=S)NS(=O)(=O)c2cc(Br)ccc2OCC)cc1	-15%
CCOC1CCCC(n2cnc3c(=S)nc[nH]c32)O1 (stereo unspecified)	0%
COc1ccc(OC)c(CN2CCN(C(=O)c3cc(S(=O)(=O)N4CCOCC4)ccc3C)CC2)c1	-3%
O=C(NCC1CCCO1)c1ccc(NC(=O)c2cccc(Cl)c2)cc1 (stereo unspecified)	-10%
C=CCn1c(SCCN2C(=O)c3ccccc3C2=O)nc2scc(-c3ccc(F)cc3)c2c1=O	-15%
COC(=O)[C@@H](Cc1ccccc1)NS(=O)(=O)N[C@H](Cc1ccccc1)C(=O)OC	4%
COc1ccccc1NC(=S)NC(=O)Cc1ccccc1	6%
C=C(CN(C)C)C(=O)c1cc(C)ccc1C	-4%
O=C(N/N=C/c1ccccc1)c1ccc(N2CCCC2=O)cc1	0%
O=C(O)C(=Cc1cccc([N+](=O)[O-])c1)c1ccc(Cl)cc1	5%
c1ccc(-c2ncnc3ccccc23)cc1	-9%
CC(=O)NC1CCCC1C#N (stereo unspecified)	-5%
S=Cc1ccc(/C=C/c2ccnc3ccccc23)cc1	?
CC1NC(C)c2c(ccc3ccccc23)O1 (stereo unspecified)	-2%
CC12CCC(C(N)C1=O)C2(C)C (stereo unspecified)	4%
Clc1ccc2nc[nH]c2c1	18%
Fc1ccc(-c2nnc(-n3nnc4ccccc43)c3ccccc23)cc1	1%
COc1ccc2c(CC(=O)OCC(=O)N(C)c3c(N)n(Cc4ccccc4)c(=O)[nH]c3=O)coc2c1	-4%
COc1cc(/C=C/c2nc3ccccc3nc2/C=C/c2cc(OC)c(OC)c(OC)c2)cc(OC)c1OC	-4%
COc1ccc(C2=NOC(C3(S(=O)(=O)c4ccccc4)CC(O)C3)C2)cc1 (stereo unspecified)	11%
C=C1C=C(C(F)(F)F)n2ncc(C(=O)NCc3ccc(F)cc3)c2N1	-17%

Structures listed so far printed as active in FEN1 inhibitor:
SMILES	FEN1 inhibitor
COc1cc2c(NC3CCN(C)CC3)nc(N3CCCN(C)CC3)nc2cc1OCCCN1CCCCC1	22µM*

Other entries
SMILES	FEN1 inhibitor
S=Cc1nc2ccccc2[nH]1	-4%
CCN(CC)c1ccc(C(=C2C=CC(=[N+](CC)CC)C=C2)c2ccc(N(CC)CC)cc2)cc1	?
CC1(C)OC(=O)C2(Cc3cc([N+](=O)[O-])ccc3N3CCCCCC32)C(=O)O1 (stereo unspecified)	-14%
Nc1cc2c(cc1Br)[nH]c(=O)c1ccccc12	0%
COc1ccc(-c2nc3c(C(=O)NCCN(C)C)cccc3c3ccccc23)cc1	32µM*
COc1cc(C(=O)O)c2c(c1C)OC(=O)c1c(C)cc(O)c(C=O)c1O2	-23%
C(=Nc1ccc(/C=C/c2ccnc3ccccc23)cc1)c1ccc2c(c1)OCO2	-33%
COc1ccc(NS(=O)(=O)c2cc(NC(=O)C(CC(C)C)NC(N)=O)ccc2N2CCOCC2)cc1 (stereo unspecified)	4%
CC(C)COc1cccc(C(=O)Nc2cc(S(=O)(=O)N3CCOCC3)ccc2N2CCCC2)c1	-3%
Cc1cn(CC(=O)NCc2ccc(N(C)C)cc2)c(=O)[nH]c1=O	0%
COc1cccc(CN(C)C(=O)c2ccc(NC(=O)CC3SC(N4CCCCC4)=NC3=O)cc2)c1OC (stereo unspecified)	-16%
